EPAC2 antagonist – qHTS for Antagonist of cAMP-regulated guanine nucleotide exchange factor 2 (EPAC2): primary screen | hit rate 0.18% among 360,000 | EPAC2 GEF exchange of Rap1B-BODIPY-GDP, fluorescence | Rap guanine nucleotide exchange factor 4 (Homo sapiens), Q8WZA2 | Potency, µM (series often up to 114 µM), for inactives: at the highest dose activity, negative = inhibition, hits mostly inhibitors | AID 720708, 2013; note: nearly all actives have a fitted effect of over 45% in size; many of its hits are not listed in these tables
Target sequence (Q8WZA2 whole entry, looked up): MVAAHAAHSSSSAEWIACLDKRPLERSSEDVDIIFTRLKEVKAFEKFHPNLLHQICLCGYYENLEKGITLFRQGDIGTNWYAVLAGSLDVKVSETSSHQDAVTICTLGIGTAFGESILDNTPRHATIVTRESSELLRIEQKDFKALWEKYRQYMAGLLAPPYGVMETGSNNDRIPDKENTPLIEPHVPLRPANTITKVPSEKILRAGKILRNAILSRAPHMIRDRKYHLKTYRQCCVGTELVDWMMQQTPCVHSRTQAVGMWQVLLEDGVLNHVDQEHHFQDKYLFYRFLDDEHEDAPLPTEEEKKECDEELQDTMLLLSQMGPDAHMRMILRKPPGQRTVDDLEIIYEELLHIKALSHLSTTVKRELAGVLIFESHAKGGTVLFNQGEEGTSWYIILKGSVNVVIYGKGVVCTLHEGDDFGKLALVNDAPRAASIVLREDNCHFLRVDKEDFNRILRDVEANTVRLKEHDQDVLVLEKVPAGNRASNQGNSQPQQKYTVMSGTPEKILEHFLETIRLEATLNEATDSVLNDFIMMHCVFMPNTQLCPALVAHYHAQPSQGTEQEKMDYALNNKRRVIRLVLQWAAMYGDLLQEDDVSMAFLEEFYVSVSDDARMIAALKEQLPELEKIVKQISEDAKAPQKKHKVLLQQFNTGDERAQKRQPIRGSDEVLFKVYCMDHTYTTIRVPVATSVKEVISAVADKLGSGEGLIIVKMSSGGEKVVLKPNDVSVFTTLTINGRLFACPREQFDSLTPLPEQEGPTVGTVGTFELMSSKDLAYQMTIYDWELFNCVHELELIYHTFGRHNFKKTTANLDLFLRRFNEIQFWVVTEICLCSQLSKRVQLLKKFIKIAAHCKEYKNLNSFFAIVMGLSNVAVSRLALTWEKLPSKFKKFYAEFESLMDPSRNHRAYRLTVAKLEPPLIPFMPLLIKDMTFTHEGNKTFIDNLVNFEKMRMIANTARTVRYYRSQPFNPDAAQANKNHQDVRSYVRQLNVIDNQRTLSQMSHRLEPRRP
Nrf2 inh – Nrf2 qHTS screen for inhibitors. hit rate 2.1% among 360,000. AID 504444, 2011. A549 ARE-Fluc reporter, luciferase luminescence, 18-24 h. Potency, µM (highest dose often 46 µM), for the others: at the highest dose activity change, negative = inhibition, most hits filed as inhibitors; note: nearly all actives have a fitted effect of over 60% in size
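Two sequential reads on A549 ARE_Fluc cells exposed to compound for 18-24 h: a CellTiter-Fluor fluorescence read for viability, then a luciferase luminescence read for Nrf2/ARE activity.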
A549 viability – Nrf2 qHTS screen for inhibitors: counterscreen for cytotoxicity | A549 ARE-Fluc cells, CellTiter-Fluor viability, 18-24 h | hit rate 0.16% among 390,000 | Potency, µM (top dose mostly 46 µM), for inactives: top-dose activity change, negative = cytotoxicity, most hits filed as inhibitors | AID 504648, 2011
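A549 ARE_Fluc cells in 5% FBS OPTI-MEM were exposed to compounds in concentration-response for 18-24 h at 37 deg C. Viability was read by CellTiter-Fluor fluorescence (Ex 405/Em 525) after 30 min, before the luciferase read.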
* = called active by the depositor; ? = inconclusive; . = no result given; & = joins results of further samples; ! = not confirmed by another sample. Calls come from the whole dose curve; as a rule, active = well fitted curve in the direction sought with a large enough effect; inconclusive = small, poorly fitted or top-dose-only effect, or another doubt; inactive = no such curve, though single readings can be large; an effect the other way counts as inactive or inconclusive. % is set by controls: 0 for no effect and ±100 for the full control effect; potency is the fitted concentration of half-maximal effect. The list is partial (hit frequency here may not be typical).

SMILES	EPAC2 antagonist	Nrf2 inh	A549 viability
O=C(Nc1ccc(F)cc1)C(c1ccccc1OC(F)(F)F)N1CCN(c2cccc(C(F)(F)F)n2)CC1 (stereo not given)	-8%	.	.
COc1ccc(C2=Nc3ccccc3N(C(=O)c3ccc(C)cc3)C2C(=O)Nc2c(C)cccc2C)cc1 (stereo not given)	-1%	.	.
Cc1cc2c(cc1C)-c1nnnn1C(N1CCCCC1)C(=O)N2 (stereo not given)	1%	.	.
COc1ccc(OC)c(NC(=O)C(OC(=O)CNC(=O)c2ccccc2)c2ccccc2)c1 (stereo not given)	.	-2%	-6%
O=C1CCC2=C1C1(CCCC1)N=C(Nc1nc3ccccc3o1)N2	.	?	-4%
COc1ccc(C2Nc3ccccc3C(=O)N2Cc2ccccc2Cl)cc1COc1ccc(NC(C)=O)cc1 (stereo not given)	.	-10%	-3%
O=C(Cc1nnc(CNC(=O)c2ccccc2)s1)Nc1ccc(C(F)(F)F)cc1Cl	.	2%	-1%
O=C(O)c1ccc(S(=O)(=O)N[C@@H](Cc2ccc(O)cc2)C(=O)O)cc1	.	13%	-1%
N#Cc1ccc(NS(=O)(=O)c2ccc3c(c2)CCC(=O)N3)cc1	.	0%	-3%
COc1ccc(-c2nc3ccccc3c(=O)n2Cc2ccccc2)cc1OCc1ccc(NC(C)=O)cc1	.	7%	1%

Reformatted with values under each structure: entries from further up
Values run as follows: EPAC2 antagonist, Nrf2 inh, A549 viability
O=C1CCC2=C1C1(CCCC1)N=C(Nc1nc3ccccc3o1)N2
    ., ?, -4%
COc1ccc(C2Nc3ccccc3C(=O)N2Cc2ccccc2Cl)cc1COc1ccc(NC(C)=O)cc1 (stereo not given)
    ., -10%, -3%

Returning to the listing, starting six compounds before the break.
SMILES	EPAC2 antagonist	Nrf2 inh	A549 viability
O=C1CCC2=C1C1(CCCC1)N=C(Nc1nc3ccccc3o1)N2	.	?	-4%
COc1ccc(C2Nc3ccccc3C(=O)N2Cc2ccccc2Cl)cc1COc1ccc(NC(C)=O)cc1 (stereo not given)	.	-10%	-3%
O=C(Cc1nnc(CNC(=O)c2ccccc2)s1)Nc1ccc(C(F)(F)F)cc1Cl	.	2%	-1%
O=C(O)c1ccc(S(=O)(=O)N[C@@H](Cc2ccc(O)cc2)C(=O)O)cc1	.	13%	-1%
N#Cc1ccc(NS(=O)(=O)c2ccc3c(c2)CCC(=O)N3)cc1	.	0%	-3%
COc1ccc(-c2nc3ccccc3c(=O)n2Cc2ccccc2)cc1OCc1ccc(NC(C)=O)cc1	.	7%	1%
Cc1ccc(-c2nc3cccc(C)n3c2Nc2ccc(F)cc2)o1	.	-11%	1%
Oc1ccc(CNc2cccc(F)c2)c2cccnc12	.	?	-18%
COc1ccc(C2C3=C(N=CN(CCN4CCOCC4)C3N)Oc3ccccc32)cc1OC (stereo not given)	.	8%	-1%
COC(=O)c1ccccc1NC(=O)c1ccc(C#N)cc1	.	-19%	4%
CCCCNC(=S)NCCCc1cnc[nH]1	.	8%	24%
COc1ccc(OC)c(-c2nnc3n2N=C(c2c(OC)cccc2OC)CS3)c1	.	11%	2%
O=C1CCc2cc(S(=O)(=O)Nc3cccc(Oc4ccccc4)c3)ccc2N1	.	?	-9%
S=C(NCCCN(Cc1ccc(Cl)c(Cl)c1)c1ccc(Br)cn1)NCCc1cnc[nH]1	.	-12%	-3%
O=C1CCc2cc(S(=O)(=O)NCc3ccccc3)ccc2N1	.	3%	-5%
c1ccc(Cn2nnc3c(N4CCCCC4)ncnc32)cc1	.	5%	10%
COc1ccc2ncnc(NCc3cccs3)c2c1-c1ccc2c(c1)OCO2	.	?	-19%
O=S(=O)(c1ccc2ncccc2c1)N1CCN(c2nc(-c3cccs3)nc3ccccc23)CC1	.	?	-14%
COc1ccc(C2=Nn3c(nnc3-c3ccccc3C)SC2)cc1OC	.	-16%	-5%
CC(C)(C)OC(=O)Cc1nnc(C(C(=O)OCc2ccccc2)c2ccccc2)o1 (stereo not given)	.	13%	0%
O=C1c2ccccc2C(=O)N1c1ncccc1O	.	3%	8%
Cc1cc2c(s1)c1cnn(Cc3ccc(Br)cc3F)c(=O)c1n2C	.	14%	-1%
CC(=O)Nc1ccc(S(=O)(=O)N2CCN(S(=O)(=O)c3ccc4c(c3)OCCO4)CC2)cc1	.	?	-10%
O=[N+]([O-])c1cccc(S(=O)(=O)N2CCN(S(=O)(=O)c3ccc4c(c3)OCCO4)CC2)c1	.	14%	1%
Oc1ccc(-c2nn[nH]n2)c2cccnc12	.	2%	3%
O=S1(=O)N=C(Oc2ccccc2Br)c2ccccc21	.	-1%	1%
Cc1ccc(NS(=O)(=O)c2ccc3c(c2)CCN(C(=O)C(F)(F)F)C3)cc1C	.	?	2%
COc1cc(-c2ccc3ncnc(NCC4CCCO4)c3c2)cc(OC)c1OC (stereo not given)	.	?	-1%
Cc1ccc(NS(=O)(=O)c2cccc(Cl)c2)cc1C	.	-13%	11%
Cc1cc2c(s1)c1cnn(Cc3c(F)cc(F)cc3F)c(=O)c1n2C	.	6%	-3%
Cc1cc2c(s1)c1cnn(Cc3ccccc3C)c(=O)c1n2C	.	-11%	-2%
CCCN1CNc2c(c(=O)[nH]c(=S)n2CCc2cccc(Cl)c2Cl)C1	.	-21%	3%
Cc1cc2c(s1)c1cnn(Cc3ccccc3F)c(=O)c1n2Cc1ccccc1F	.	-16%	6%
O=C(O)c1ccc(S(=O)(=O)N[C@H](Cc2c[nH]c3ccccc23)C(=O)O)cc1	.	-1%	-1%
Cc1noc(C)c1-c1ccc2ncnc(NCc3ccc(Br)cc3)c2c1	.	-63%	4%
O=C(NNc1ccccc1F)c1sccc1Cl	.	2%	-1%

Among those listed so far, these contain a COOH group.
SMILES	EPAC2 antagonist	Nrf2 inh	A549 viability
O=C(O)c1ccc(S(=O)(=O)N[C@@H](Cc2ccc(O)cc2)C(=O)O)cc1	.	13%	-1%
O=C(O)c1ccc(S(=O)(=O)N[C@H](Cc2c[nH]c3ccccc23)C(=O)O)cc1	.	-1%	-1%

Remaining list, next part.
SMILES	EPAC2 antagonist	Nrf2 inh	A549 viability
O=S(=O)(c1ccc2c(c1)OCCO2)N1CCN(S(=O)(=O)c2ccc3c(c2)OCCO3)CC1	.	0%	-1%
COc1cccc(Cn2ncc3c4sc(C)cc4n(C)c3c2=O)c1	.	-20%	-3%
Cc1nc(CN(C)c2ncnc3cc(-c4ccc5c(c4)OCO5)ccc23)cs1	.	-10%	-3%
CC(C)c1nc(Nc2nc3ccccc3o2)nc2c1CCCC2	.	-1%	6%
Cc1sc(NCc2ccccc2)nc1-c1ccccc1	.	20%	-1%
Cc1ccc(S(=O)(=O)N2CCN(c3nc(-c4cccs4)cc4ccccc34)CC2)cc1	.	3%	0%
O=c1[nH]c2ccc(S(=O)(=O)N3CCN(S(=O)(=O)c4ccc5c(c4)OCCO5)CC3)cc2[nH]c1=O	.	12%	-4%
O=C(OCC#CCSc1nnc(-c2cccc3ccccc23)o1)c1ccc(F)nc1	.	8%	-10%
Cc1ccc(S(=O)(=O)N2CCN(c3nc(-c4ccnnc4)nc4ccccc34)CC2)cc1	.	6%	8%
Cc1ccc(S(=O)(=O)N2CCN(c3ccnc(-c4cccs4)n3)CC2)cc1	.	15µM*	-5%
N#Cc1nc(NCCO)nc(Nc2ccccc2)n1	.	7%	-7%
COc1ccc(C2Nc3ccccc3C(=O)N2Cc2cccnc2)cc1COc1ccc(NC(C)=O)cc1 (stereo not given)	.	?	-6%
Cc1cc2c(s1)c1cnn(Cc3ccc(Cl)c(F)c3)c(=O)c1n2C	.	-6%	0%
O=[S+]([O-])(c1ccc2c(c1)OCCO2)N1CCN([S+](=O)([O-])c2c(O)cc(F)cc2F)CC1	.	-10%	-3%
Cc1cc2c(s1)c1cnn(Cc3ccccc3Br)c(=O)c1n2C	.	5%	-11%
NC(=O)c1ccc(C[C@H](C(=O)O)N2C(=O)c3ccc(C(=O)O)cc3C2=O)cc1	.	11%	-6%
O=C1c2ccccc2C(=O)N1c1cccc2cnccc12	.	10%	7%
c1ccc(CN(Cc2ccccc2)Cc2nnc(-c3cc4ccccc4[nH]3)o2)cc1	.	15%	0%
COc1ccc(OC)c(C2=Nn3c(nnc3-c3ccccc3O)SC2)c1	.	12%	11%
O=S(=O)(c1ccc2ncsc2c1)N1CCN(c2nc(-c3cccs3)nc3ccccc23)CC1	.	?	-3%
CC(C)(C)c1cccc(S(=O)(=O)N2CCN(c3nc(-c4cccs4)nc4ccccc34)CC2)c1	.	-2%	3%
COc1ccc(-c2nnc3n2N=C(c2cc(OC)ccc2OC)CS3)cc1	.	4%	-12%
COc1ccc(-n2nc(C(=O)O)c3csc(N)c3c2=O)cc1	.	4%	-12%
COc1cc(-c2ccc3ncnc(N(C)Cc4csc(C)n4)c3c2)cc(OC)c1OC	.	-23%	1%
Cc1cc(CNc2ncnc3ccc(-c4ccc5c(c4)OCO5)cc23)c(C)o1	.	?	4%
COc1ccc(CCc2c[nH]c(=O)c3cncnc23)cc1OC	.	-6%	2%
Cc1ccc2nc(-c3ccc(C)o3)c(Nc3ccc(Cl)cc3)n2c1	.	4%	-2%
Cn1nnnc1Sc1ncnc2scc(-c3ccccc3F)c12	.	?	-17%
COc1ccc(Cn2ncc3c4sc(C)cc4n(C)c3c2=O)cc1F	.	3%	-2%
O=C1c2ccccc2C(=O)N1c1ccc(Cl)cc1	.	?	-4%
Cc1ccc(NS(=O)(=O)c2cc3c(cc2N2CCC2)NC(=O)CC3)cc1C	.	?	10%
Oc1ccc(NCc2ccccc2F)c2cccnc12	.	-5%	-5%
COc1ccc(O)c(-c2nc3ccccc3c(=O)n2Cc2ccccc2)c1	.	15%	-8%
Cc1noc(C)c1-c1cccc(-c2nn3c(=O)cc(N4CCNCC4)nc3s2)c1	.	-3%	1%
COc1ccc(C2c3c(nc(Cc4ccccc4)[nH]c3=O)Oc3ccc4ccccc4c32)cc1OC (stereo not given)	.	?	-6%
O=C(NCc1nnc(C(=O)Nc2ccc(C(F)(F)F)cc2Cl)o1)c1ccccc1	.	14%	-6%
Cc1ccccc1C[C@H](C(=O)O)N1C(=O)c2ccc(C(=O)O)cc2C1=O	.	-12%	-6%
Cc1ccc2nc(-c3ccc(C)o3)c(NC3CCCC3)n2c1	.	4%	1%
O=C(O)/C=C/c1cc(F)c(S(=O)(=O)N2CCN(S(=O)(=O)c3ccc4c(c3)OCCO4)CC2)cc1F	.	6%	2%
Cc1cccc(C(=O)NCC(=O)OC(C(=O)Nc2cc(C(F)(F)F)ccc2Cl)c2ccccc2)c1 (stereo not given)	.	8%	-1%

Single records, from the list above:
`Cc1ccc(S(=O)(=O)N2CCN(c3nc(-c4cccs4)cc4ccccc34)CC2)cc1` is listed with EPAC2 antagonist: .; Nrf2 inh: 3%; A549 viability: 0%
`O=C1CCc2cc(S(=O)(=O)NCc3ccccc3)ccc2N1` is listed with EPAC2 antagonist: .; Nrf2 inh: 3%; A549 viability: -5%

(more compounds)
SMILES	EPAC2 antagonist	Nrf2 inh	A549 viability
COc1ccc(S(=O)(=O)Nc2ccc(C)c(C)c2)cc1	.	-20%	6%
c1coc(CNc2nc(-c3cccs3)nc3ccccc23)c1	.	?	1%
COc1ccc(C2N(Cc3ccccc3)C(=O)c3ccccc3N2C)cc1COc1ccc(NC(C)=O)cc1 (stereo not given)	.	?	-10%
NCCN(Cc1ccc(Cl)c(Cl)c1)c1ccc(Br)cn1	.	19%	7%
COc1cccc(C2c3c(ncn(-c4ccccc4SC)c3=N)Oc3ccc4ccccc4c32)c1 (stereo not given)	.	4%	-5%
Cc1cc2c(s1)c1cnn(Cc3c(F)cccc3F)c(=O)c1n2C	.	-16%	7%
O=C(Cn1cc(CNCc2ccccc2)nn1)Nc1cc(C(F)(F)F)ccc1Cl	.	10%	-2%
c1nc(NCC2CCCO2)c2ccc(-c3ccc4c(c3)OCO4)cc2n1 (stereo not given)	.	?	0%
Cc1cc2c(s1)c1cnn(Cc3ccc(Br)cc3)c(=O)c1n2C	.	11%	-4%
c1csc(-c2nc(N3CCN(Cc4ccc5c(c4)OCCO5)CC3)c3ccccc3n2)c1	.	-4%	3%
COc1cc(F)c(S(=O)(=O)N2CCCN(S(=O)(=O)c3cccc(N)c3)CC2)c(F)c1	.	26µM*!	10%&-17%
O=C1c2ccccc2C(=O)N1c1cnc2ccccc2c1	.	10%	10%
CS(=O)(=O)N1CCN(c2nc(-c3cccs3)nc3ccccc23)CC1	.	?	-5%
O=C(Cc1ccccc1)Nc1sc2c(c1C(=O)Nc1cccc(Cl)c1)CCCC2	.	0%	4%

Screening data from PubChem.
